Assay outcomes (PubChem BioAssay)
CHT allo act: CHT positive allosteric modulators, primary screen, cell-based, membrane potential dye, choline EC20. B-score at 10 µM. High affinity choline transporter 1 (Homo sapiens), Q9GZV3. 0.49% of 310,000 active. CHT-expressing cells; hits give high values; LV-AA mutant CHT in HEK293 cells;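 active = initial fluorescence not abnormally high and integrated response B-score, plate-corrected, over 3 SD above library mean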
Target sequence (Q9GZV3 whole entry, looked up): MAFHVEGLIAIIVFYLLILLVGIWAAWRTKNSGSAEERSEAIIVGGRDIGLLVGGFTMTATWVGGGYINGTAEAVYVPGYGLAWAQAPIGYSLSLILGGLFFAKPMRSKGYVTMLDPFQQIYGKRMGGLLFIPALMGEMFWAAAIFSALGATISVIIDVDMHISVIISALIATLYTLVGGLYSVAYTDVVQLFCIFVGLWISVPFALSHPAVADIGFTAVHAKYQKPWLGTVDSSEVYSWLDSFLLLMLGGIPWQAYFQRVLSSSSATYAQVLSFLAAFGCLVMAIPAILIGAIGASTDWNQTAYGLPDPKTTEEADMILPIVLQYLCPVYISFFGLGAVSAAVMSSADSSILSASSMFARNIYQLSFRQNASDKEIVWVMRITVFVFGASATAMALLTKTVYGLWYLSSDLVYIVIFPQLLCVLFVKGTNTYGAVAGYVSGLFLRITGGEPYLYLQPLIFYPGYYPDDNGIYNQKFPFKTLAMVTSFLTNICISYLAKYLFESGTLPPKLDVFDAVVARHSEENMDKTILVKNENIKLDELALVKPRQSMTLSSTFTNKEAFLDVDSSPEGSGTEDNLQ
STK33 kinase inh: inhibitors of purified STK33 kinase, primary screen, biochemical, ADP-Glo luminescence, homogeneous, cell-free; Serine/threonine-protein kinase 33 (Homo sapiens), Q9BYT3; MBP phosphorylation; inhibition, % at 10 µM; 0.073% of 320,000 active;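 active = inhibition at or above 25%, using the most active replicate where run in duplicate; inactive = inhibition below 25%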
Target sequence (Q9BYT3 whole entry, looked up): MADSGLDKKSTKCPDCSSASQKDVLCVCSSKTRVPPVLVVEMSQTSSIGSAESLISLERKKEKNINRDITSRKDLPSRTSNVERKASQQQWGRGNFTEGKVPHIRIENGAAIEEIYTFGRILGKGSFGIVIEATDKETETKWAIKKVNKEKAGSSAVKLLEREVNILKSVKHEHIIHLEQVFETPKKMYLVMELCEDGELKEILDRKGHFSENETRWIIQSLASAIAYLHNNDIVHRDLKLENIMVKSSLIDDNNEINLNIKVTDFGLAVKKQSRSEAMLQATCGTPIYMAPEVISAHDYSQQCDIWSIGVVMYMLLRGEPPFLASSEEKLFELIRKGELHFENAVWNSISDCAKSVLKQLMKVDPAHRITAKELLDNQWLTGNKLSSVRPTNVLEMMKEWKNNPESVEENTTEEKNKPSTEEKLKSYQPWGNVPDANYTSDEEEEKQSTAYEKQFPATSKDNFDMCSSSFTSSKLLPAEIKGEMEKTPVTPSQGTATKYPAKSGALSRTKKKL
CHT inh: inhibitors of human choline transporter CHT | High affinity choline transporter 1 (Homo sapiens), Q9GZV3 | CHT-expressing cells, membrane potential dye, choline response; hits give low values | B-score at 10 µM | 0.86% of 310,000 active | AID 488975, 2010;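 active = B-score over 3 SD under the library average, and starting fluorescence ratio not unusually high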;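 also: choline stimulus applied at its EC90 after an EC20 pre-addition; B-score computed on integrated fluorescence ratio after choline addition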
* marks the source's active call; other numbers are inactive results; i = inactive; / = not tested or not shown.

Start of the data: the first 2 compounds (preview)
SMILES	CHT allo act	STK33 kinase inh	CHT inh
CCn1c(C)nc2cc(C(=O)N/N=C/c3cccc(O)c3O)ccc21	i	1.9	i
CCCCN(CC)C(=O)CSc1nc2n[nH]c(C)c2c(=N)n1-c1cccc(C)c1	i	0.4	i

The whole of this part, repeating the preview:
SMILES	CHT allo act	STK33 kinase inh	CHT inh
CCn1c(C)nc2cc(C(=O)N/N=C/c3cccc(O)c3O)ccc21	i	1.9	i
CCCCN(CC)C(=O)CSc1nc2n[nH]c(C)c2c(=N)n1-c1cccc(C)c1	i	0.4	i
CC(C)COc1cccc(C(=O)NC2(C)CCS(=O)(=O)C2)c1 (stereo not given)	i	-0.8	i
CCCNCc1cc(Cl)c(OCC)c(Cl)c1	i	-0.9	i
CC(C)N1CCC(=NNC(=O)c2ccccc2[N+](=O)[O-])CC1	i	-1.2	i
CC(C)(C)c1ccc(-c2nc3c(C#N)c(-c4ccc5c(c4)OCO5)ccn3n2)cc1	i	-0.5	i
COc1ccc(Br)cc1CN(C)C(=O)c1ccncc1	i	1.3	i
CCc1ccc(CC2(O)CC(C)N(C)CC2C)cc1 (stereo not given)	i	1.5	i
Cc1cc(Cl)cc2c(N=Nc3ccccc3C(=O)O)c(O)[nH]c12	i	-0.5	i
CC(=O)Nc1ccc(NC(=O)/C=C/c2ccccc2)cc1	i	-1.2	i
CCc1ccc(OC)c(S(=O)(=O)N2CCN(C(=O)c3ccco3)CC2)c1	i	-3.8	i
CN(CC(=O)Nc1ccc(Cl)cc1)Cc1cc(=O)n2ccsc2n1	i	-0.6	i
CCOc1ccccc1-c1noc(CCC(=O)Nc2cccnc2)n1	i	-0.7	i
Cc1ccc(NC(=O)c2cc(C)nc3ccccc23)c(C)c1	i	-0.7	i
CCN(CC)S(=O)(=O)c1cccc(NC(=S)NC(=O)/C=C/c2ccc(S(=O)(=O)N3CCOCC3)cc2)c1	i	0.2	i
CC(C)(C)C(=O)Nc1cc(S(=O)(=O)Nc2ccc(Cl)cc2)ccc1Cl	i	-1.0	i
CCOC(=O)N1CCC(NC(=O)C(Cc2ccccc2)NC(=O)c2ccco2)CC1 (stereo not given)	i	2.7	i
Cc1ccc(N2C(=O)CS/C2=N\C(=S)Nc2ccccc2)cc1	i	4.5	i
COc1ccccc1CNC(=O)[C@H](C)NC(=O)C1CCN(C(=O)[C@@H]2CCCN2C(=O)OC(C)(C)C)CC1	i	-1.4	i
Cc1cc(C)c(C#N)c(SCC(=O)Nc2ccc(S(=O)(=O)Nc3ncccn3)cc2)n1	i	-1.0	i
O=C1NC(=Nc2ccccc2Cl)S/C1=C\c1cccc([N+](=O)[O-])c1	i	0.6	i
COc1ccc(C(C(=O)NCCC(C)C)N(CCO)C(=O)c2snc(C(N)=O)c2N)cc1OC (stereo not given)	i	-1.8	i
S=c1[nH]nc(-c2cc(-c3ccccn3)nc3ccccc23)o1	i	-0.7	i
C/C=C\C=C/C(=O)Nc1cccc(C2=NOC3(C2)C[C@@H](C(N)=O)N(C(=O)[C@H]2CCC(=O)N2)C3)c1 (stereo not given in full)	i	0.4	i

Compound profiles (already shown):
CC(C)(C)C(=O)Nc1cc(S(=O)(=O)Nc2ccc(Cl)cc2)ccc1Cl reads CHT allo act = i; STK33 kinase inh = -1.0; CHT inh = i
O=C1NC(=Nc2ccccc2Cl)S/C1=C\c1cccc([N+](=O)[O-])c1 reads CHT allo act = i; STK33 kinase inh = 0.6; CHT inh = i
CCOc1ccccc1-c1noc(CCC(=O)Nc2cccnc2)n1 reads CHT allo act = i; STK33 kinase inh = -0.7; CHT inh = i

(next part)
SMILES	CHT allo act	STK33 kinase inh	CHT inh
Cc1ccccc1Oc1ncnc2oc(-c3ccccc3)cc12	i	0.0	i
O=P(Cc1nnco1)(c1ccccc1)c1ccccc1	i	-0.9	i
O=C1/C(=C/c2cccnc2)SC(=S)N1CCc1ccccc1	i	-2.9	i
CCOCCCNC(=O)c1c(C)c(C(=O)OCC)n(C)c1C	i	-0.8	i
COCCn1c(N)c(N(Cc2ccccc2)C(=O)c2ccc(C#N)cc2)c(=O)[nH]c1=O	i	-0.5	i
Cc1ccc(N2C(=O)CC(Nc3ccc(Cl)c(S(=O)(=O)N(C)C)c3)C2=O)c(C)c1 (stereo not given)	i	-0.2	i
CC1CCN(CC2C(=O)O[C@@H]3C[C@@]4(C)CCC[C@H](C)C4=C[C@H]23)CC(C)(C)C1 (stereo not given in full)	i	-1.0	i
CCc1ccc(NS(=O)(=O)c2ccc3[nH]cc(C(=O)NCC4CCCO4)c(=O)c3c2)cc1 (stereo not given)	i	-1.7	i
COC(=O)C1=C(C)NC(=O)/C1=C\c1cc(C)n(-c2ccccc2)c1C	i	0.6	i
CCC(C)NC(=O)CCc1nnc2ccc(N3CCC(C)CC3)nn12 (stereo not given)	i	1.1	i
O=C(O)CC(NC(=O)C1c2ccccc2Oc2ccccc21)c1ccc(OC2CCCC2)cc1 (stereo not given)	i	-1.0	-5.2*
O=C(Nc1cccc(Cl)c1Cl)C1CCCO1 (stereo not given)	i	-1.7	i

As entered above.
CCOCCCNC(=O)c1c(C)c(C(=O)OCC)n(C)c1C in STK33 kinase inh = -0.8
CC1CCN(CC2C(=O)O[C@@H]3C[C@@]4(C)CCC[C@H](C)C4=C[C@H]23)CC(C)(C)C1 (stereo not given in full) in STK33 kinase inh = -1.0
COC(=O)C1=C(C)NC(=O)/C1=C\c1cc(C)n(-c2ccccc2)c1C in STK33 kinase inh = 0.6
O=C(O)CC(NC(=O)C1c2ccccc2Oc2ccccc21)c1ccc(OC2CCCC2)cc1 (stereo not given) in STK33 kinase inh = -1.0

(cont.)
SMILES	CHT allo act	STK33 kinase inh	CHT inh
CCOC(=O)c1sc(NC(=O)CNCc2cccnc2)c(C(=O)OCC)c1C	i	-0.5	i
Cc1nc2c3ccccc3nc(SCC(=O)c3ccc(Cl)cc3)n2n1	i	-0.3	i
O=C(Nc1ccc(C(=O)c2ccc(C(=O)O)c(C(=O)O)c2)cc1)c1ccccc1	i	-0.3	i
O=C(O)/C=C\C(=O)NC1CCCCC1	i	0.5	i
CCC(=O)c1ccc(OCC(O)Cn2c(C)nc3ccccc32)cc1 (stereo not given)	i	6.2	i
COc1ccc(C2CC(=O)n3nc(C45CC6CC(CC(C6)C4)C5)nc3S2)cc1OC (stereo not given)	i	-0.8	i
O=C(Nc1cccc2ccccc12)c1ccc(Cn2cc(Cl)cn2)cc1	i	-1.2	i
Cc1ccc(S(=O)(=O)N2CCCC(C(=O)NCCc3ccc4c(c3)OCO4)C2)cc1 (stereo not given)	i	-0.8	i
CCc1cc2cc(C)ccc2nc1SCC(=O)NC1CCCC1	i	-0.7	i
COc1ccc(Cl)cc1S(=O)(=O)N1CCC(C(=O)NCc2ccccn2)CC1	i	-1.4	i
CCN(CC(=O)NC1CCS(=O)(=O)C1)C(=O)COc1ccccc1-c1ccccc1 (stereo not given)	i	-1.5	i
COc1ccc(C2C(C#N)=C(N)N(N(C)C)C3=C2C(=O)CC(C)(C)C3)cc1 (stereo not given)	i	-0.3	i
Cc1ccc(/C=N/NC(=O)C[n+]2ccccc2)o1	i	-0.2	i
c1coc(Cn2c(-c3ccco3)nc3ccccc32)c1	i	1.0	-8*
C=CCn1c(SCc2ccccc2Cl)nnc1-c1sc2nc(C)cc(C)c2c1N	i	-0.6	i
C[C@H](NC(=O)C1CCN(S(=O)(=O)c2ccccc2)CC1)C(=O)NCc1ccccn1	i	-1.5	i
O=C1CC(N(C(=O)c2ccco2)c2ccc(F)cc2)C(=O)N1c1ccc(F)cc1 (stereo not given)	i	-0.7	i
Cc1c(CNC(=O)C2CC2)c(-n2cccc2)n(Cc2ccccc2)c1C	i	-1.4	i
Nc1c(SCCC(=O)O)ccc2c1C(=O)c1ccccc1C2=O	i	14	i
OCCCNc1cc(-c2ccccc2)nc2cc(-c3ccc(F)cc3)nn12	i	-0.5	i
COc1ccc(C(=O)CSc2nnnn2Cc2ccccc2)cc1	i	-0.4	i
C/C(=N\NC(=O)c1cc([N+](=O)[O-])cc([N+](=O)[O-])c1)c1ccco1	i	0.5	i
CC(=O)C(C)Oc1ncn(-c2ccccc2)n1 (stereo not given)	i	-2.5	i
O=C(c1ccoc1)N1CCC2(CC1)Oc1ccc(Cl)cc1C(=O)C21CC(c2cccnc2)=NO1 (stereo not given)	i	-1.6	i
COc1ccc(C2Nc3ccccc3C(=O)N2NS(=O)(=O)c2ccccc2)cc1 (stereo not given)	i	4.3	i
Cc1ccccc1C(=O)NC1CC2CCCC(C1)N2Cc1ccccc1 (stereo not given)	i	-3.2	i
Cc1nc2ccc(-c3nc4ccc(N)cc4[nH]3)cc2[nH]1	i	0.4	i
O=c1cc(-c2ccc(O)cc2)oc2c([C@@H]3O[C@H](CO)[C@@H](O)[C@H](O)[C@H]3O)c(O)c([C@@H]3O[C@H](CO)[C@@H](O)[C@H](O)[C@H]3O)c(O)c12	i	-0.1	i
CCC(C)N(C)Cc1cccc(C2(O)CCN(S(=O)(=O)c3ccc(F)cc3)CC2)c1 (stereo not given)	i	-1.2	i
CCOC(=O)Cn1c2c(c(-c3ccccc3OC)cc1=O)CCCC2	i	0.5	i
CCOC(=O)C1CCN(C(=O)CN(c2ccc(OC)cc2)S(=O)(=O)c2c(C)noc2C)CC1	i	-0.8	i
O=C(COC(=O)c1ccc(O)cc1O)c1ccc2c(c1)OCO2	i	0.4	i
COC(=O)Cn1nc(C)c2ccccc2c1=O	i	-0.9	i
CN1CCN(C(=O)CN(c2cccc(Br)c2)S(=O)(=O)c2ccccc2)CC1	i	0.8	i
Cc1ccc(S(=O)(=O)N(c2ccc(Br)cc2)C2C=CS(=O)(=O)C2)cc1 (stereo not given)	i	-1.7	i
O=C(Nc1ccc(F)c(Cl)c1)c1ccc2c(=O)n3c(nc2c1)CCCCC3	i	-1.5	i
COc1ccc(CNC(=O)C2CCN(S(=O)(=O)N3CCCCC3)CC2)cc1	i	-0.8	i
N#Cc1c(NCCN)nc(-c2ccco2)c2c1CCCC2	i	0.2	i
CC1(C)COC(c2cccn2Cc2ccccc2Cl)=N1	i	-0.9	i
Cc1ccc(Cn2nc(C)cc2C(=O)Nc2ccc(Cl)cc2)cc1	i	-2.3	i
CCCCCc1nc2c(=O)n(C)c3ccccc3c2o1	i	-1.5	i
CC1CC(C)CN(CCOc2cccc(Cl)c2Cl)C1 (stereo not given)	i	-1.0	i
Cn1c(-c2ccccc2)c[n+]2c1CCCCC2	i	3.4	i
NS(=O)(=O)c1cccc(NC(=O)CC23CC4CC(CC(Br)(C4)C2)C3)c1	i	0.0	i
O=c1[nH]cnc2c1N=C(c1cccc([N+](=O)[O-])c1)CC(c1ccccc1)N2 (stereo not given)	i	/	i
Cc1ccccc1CN1CCN(C(=O)CC(C)C)CC1	i	-0.5	i
Cc1ccc(S(=O)(=O)NCC(c2ccccc2)N2CCN(CCC#N)CC2)cc1 (stereo not given)	i	-0.5	i
COCCNC(=O)CNC(c1ccccc1)c1ccccc1	i	0.5	i
Cc1ccc(NC(=O)CSc2nnc([C@H](C)NC(=O)OC(C)(C)C)o2)c(C)c1	i	0.3	i
CCNC(=O)NC(=O)C(C)OC(=O)[C@H](C)NS(=O)(=O)c1c(C)c(C)cc(C)c1C (stereo not given in full)	i	0.9	i
CCN(CC(=O)Nc1cccc(C(C)=O)c1)S(=O)(=O)c1ccccc1	i	-1.3	i
COc1ccc(CNC(=O)C(C)NCc2ccc(S(N)(=O)=O)cc2)cc1 (stereo not given)	i	-2.4	i
Nc1[nH]c(=S)nc2nc(-c3ccccc3)c(-c3ccccc3)nc12	i	-0.1	i
CNc1nc(N)nc(OC(C(F)(F)F)C(F)(F)F)n1	i	-1.1	i
O=C(NCCc1ccc(Cl)cc1)Nc1ccc(F)cc1	i	0.7	i
CN(C)c1nc(N)nc(CSc2ccccn2)n1	i	-0.9	i
Cc1ccc(NC(=O)CSC(C)c2nc3ccccc3c(=O)[nH]2)cc1 (stereo not given)	i	8.4	i
CNc1nnc(-c2cc3ccccc3oc2=O)s1	i	0.7	i
Cc1ccc(NC(=O)OCc2cc(-c3ccccc3)on2)cc1	i	-2.3	i
CCN1CCN(C(CNS(=O)(=O)c2ccc(Cl)cc2)c2cccnc2)CC1 (stereo not given)	i	0.5	i

Additional records follow.
SMILES	CHT allo act	STK33 kinase inh	CHT inh
O=C(Cc1ccc(Cl)cc1)Nc1ccc2oc(=O)ccc2c1	i	-0.8	i
COc1ccc(-c2nnc(CSc3nc4ccccc4c(=O)n3CC(C)C)o2)cc1OC	i	-0.3	i
O=C(O)CN1C(=O)SC(Nc2ccccc2)C1=O (stereo not given)	i	0.4	i
COc1ccc(C(=O)n2cc(C(C)=O)c3ccccc32)cc1	i	2.0	i
COc1cc(OC)c(N(C)S(=O)(=O)c2cccc(C(=O)OCC(=O)NCc3ccco3)c2)cc1Cl	i	-2.8	i
Cc1ccc(NC(=O)C(OC(=O)c2ccc(O)cc2)c2ccccc2)cc1Cl (stereo not given)	i	0.2	i
O=C(COC(=O)c1ccc2ccccc2n1)c1ccccc1	i	-1.2	i
CC(=O)c1ccc(N2CCN(CC(O)COC(c3ccccc3)c3ccccc3C)CC2)cc1 (stereo not given)	i	-2.5	i
Cc1ccc2cccc(NC(=O)C(F)(F)F)c2n1	i	-1.5	i
